From PubChem BioAssay
UBC13 polyUb: inhibitors of human UBC13 polyubiquitin chain formation | P61088 | TR-FRET | inhibition, % at 20 µM | 0.47% of 330,000 active | AID 485273; in the data active means inhibition above about 45%, passing the limit was not always enough
SENP7 block: blocks the human protease SENP7; Q9BQF6; recombinant SENP7, Z-RLRGG-aminoluciferin luminescence, 40 min; inhibition, % at 5 µM; 1.5% of 330,000 active;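 active means inhibition above about 50% at the single test dose, limit read from the data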;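 further: plate controls were DMSO with enzyme for no effect and no enzyme buffer wells for full effect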
APOBEC3G inh: APOBEC3G (human) deaminase inhibition; Q9HC16; recombinant A3G, ssDNA deamination FAM/TAMRA fluorescence; inhibition, % at 20 µM; 0.28% of 330,000 active;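 active means inhibition of at least 40% at 20 µM, with no more than 30% in the related APOBEC3A deaminase screen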;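 further: plate controls were DMSO wells with A3G for no effect and wells lacking A3G enzyme for full effect; some compounds called inactive have numbers as strong as hits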
SENP8 block-1: SENP8 protease inhibition | purified SENP8, Z-RLRGG-aminoluciferin cleavage, luminescence | inhibition, % at 10 µM | 1.2% of 330,000 active | AID 2540; in the data active means inhibition above about 50%
SENP1 inh: SENP1 (human) catalytic domain inhibition | recombinant SENP1 catalytic domain, CyPet-SUMO1-YPet FRET cleavage | AID 624204 | 0.21% of 360,000 active | inhibition, % at 10 µM;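 active means inhibition at least 30% at 10 µM, raw YFP signal under a set limit, fluorescence ratio 0.5 to 1.5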;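 further: 0% = enzyme with DMSO and 100% = no enzyme wells; some results filed as inactive read as strong as hits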
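Material: hSENP1 catalytic domain, recombinant; medium: Tris pH 8 with BME, BSA, NP40 and catalase; compound: single concentration of 10 µM compound, 0.5% DMSO final; technique: FRET read of cyan and yellow fluorescence; timing: 50 min enzyme reaction, room temperature, light-protected; reagent: SFCypet-SUMO1-SFYpet substrate at 25 nM; control set: no-enzyme low, enzyme-DMSO high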
SENP6 inh: blocks the human protease SENP6. inhibition, % at 10 µM. 1.8% of 330,000 active. AID 2599. Recombinant SENP6 catalytic domain, aminoluciferin luminescence;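 active means inhibition above about 50% at the single tested dose, limit read from the data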;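 further: plate controls were DMSO wells with enzyme for no effect and DMSO wells lacking enzyme for full effect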
Apaf-1 inh: blocks human Apaf-1 apoptosome activity | inhibition, % at 20 µM | reconstituted apoptosome caspase-3 activity, DEVD-Rh110 fluorescence | O14727 | 0.71% of 330,000 active; active means inhibition of at least 40% at 20 µM;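 further: plate controls were DMSO wells for no effect and DEVD-CHO caspase inhibitor wells for full effect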
Target sequence (O14727 whole entry, looked up): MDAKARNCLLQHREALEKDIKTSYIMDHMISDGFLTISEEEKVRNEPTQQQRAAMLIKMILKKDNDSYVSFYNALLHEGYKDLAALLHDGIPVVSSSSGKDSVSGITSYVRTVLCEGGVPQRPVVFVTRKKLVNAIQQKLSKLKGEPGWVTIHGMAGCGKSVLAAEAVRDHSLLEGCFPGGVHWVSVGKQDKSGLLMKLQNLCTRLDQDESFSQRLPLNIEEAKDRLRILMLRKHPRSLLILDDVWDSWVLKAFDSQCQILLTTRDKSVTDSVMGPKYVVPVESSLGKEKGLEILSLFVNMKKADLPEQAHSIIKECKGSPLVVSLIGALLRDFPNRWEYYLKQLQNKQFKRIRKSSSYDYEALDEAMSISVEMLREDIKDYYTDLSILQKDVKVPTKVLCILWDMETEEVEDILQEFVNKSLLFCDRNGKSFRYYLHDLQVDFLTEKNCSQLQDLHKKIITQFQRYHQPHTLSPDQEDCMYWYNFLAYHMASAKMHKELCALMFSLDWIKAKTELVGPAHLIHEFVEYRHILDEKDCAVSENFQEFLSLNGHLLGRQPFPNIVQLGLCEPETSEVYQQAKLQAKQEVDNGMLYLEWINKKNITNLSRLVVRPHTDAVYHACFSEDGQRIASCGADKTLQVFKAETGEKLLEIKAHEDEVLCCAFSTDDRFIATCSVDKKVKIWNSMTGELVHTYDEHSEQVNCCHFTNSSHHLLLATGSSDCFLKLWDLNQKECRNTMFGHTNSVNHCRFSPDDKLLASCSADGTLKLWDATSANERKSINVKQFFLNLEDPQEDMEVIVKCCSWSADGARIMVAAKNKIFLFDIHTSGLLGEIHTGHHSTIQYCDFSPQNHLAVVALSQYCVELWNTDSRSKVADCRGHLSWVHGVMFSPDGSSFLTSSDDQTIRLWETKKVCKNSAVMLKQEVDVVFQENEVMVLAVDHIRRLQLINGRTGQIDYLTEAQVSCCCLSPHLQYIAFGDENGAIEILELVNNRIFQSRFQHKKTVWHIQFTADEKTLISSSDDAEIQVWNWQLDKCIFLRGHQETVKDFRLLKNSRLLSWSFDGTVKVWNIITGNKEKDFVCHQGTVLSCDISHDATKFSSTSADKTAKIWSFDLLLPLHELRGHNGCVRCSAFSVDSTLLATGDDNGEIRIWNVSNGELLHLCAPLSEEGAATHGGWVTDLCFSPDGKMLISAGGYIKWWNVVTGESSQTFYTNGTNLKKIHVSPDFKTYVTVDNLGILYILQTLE
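System: Apoptosome proteins | Medium: Hepes pH 7.5 with detergent and BSA | Also added: Cytochrome c trigger plus (Z-DEVD)2-Rh110 caspase-3 substrate | Incubation: 30 min compound preincubation, 50 min activation, room temperature | Detection: Rhodamine 110 fluorescence at Ex 480/Em 540 nm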
SENP8 block-2: blocks human SENP8 cleavage of Nedd8 substrate; Q96LD8; recombinant SENP8, Nedd8 substrate fluorescence; inhibition, % at 20 µM; 0.64% of 360,000 active; AID 602440; in the data active means inhibition mostly above about 40%, no sharp cut-off; inactive means mostly below about 27%
An asterisk follows results filed as active.

SMILES	UBC13 polyUb	SENP7 block	APOBEC3G inh	SENP8 block-1	SENP1 inh	SENP6 inh	Apaf-1 inh	SENP8 block-2
CC(=NCc1ccco1)c1c(C)[nH]n(-c2nc3ccccc3s2)c1=O	53*	2	-1	24	-4	65*	-13	14
Cc1ccnc2nc(C(=O)OCC(=O)NCc3cccc(Cl)c3)nn12	-3	1	-5	9	-3	4	-1	4
O=[N+]([O-])c1ccc(OCCn2cncn2)cc1	1	5	-4	-4	2	-43	-4	7
CCCn1nnnc1NCc1ccc(C(C)C)cc1	1	3	2	1	-1	-28	1	12
CCN(CC)CCN(C(=O)CCOc1ccccc1)c1nc2c(F)cc(F)cc2s1	8	5	3	-3	1	-3	1	28
CC(OC(=O)CCc1nc2ccccc2c(=O)[nH]1)C(=O)Nc1ccc2c(c1)OCO2 (stereo unspecified)	-3	-1	-5	-9	-3	-2	-10	13
O=C(CSc1cccc[n+]1[O-])Nc1ccc2c(c1)OCO2	-8	12	-1	-1	-3	-5	-7	4
CCN(CC)C(=O)c1cc(-c2ccccc2OC)on1	12	16	0	-6	-1	-1	1	12
O=C(CSc1nnc(-c2cccnc2)n1-c1ccccc1)N1CCN(c2ccc(F)cc2)CC1	5	4	-6	7	1	6	-8	5
CC(C)N(C(=O)CSc1nnc(Cc2csc(Nc3ccccc3)n2)o1)C(C)C	0	3	-3	2	-2	10	16	19
CCOC(=O)c1ccc(NC(=O)CSc2nnc(-c3ccncc3)n2C)cc1	6	-3	-6	-1	0	-6	1	4
O=C1CCc2ccccc2N1Cc1ccccc1	6	0	-8	0	2	6	4	15
CCOC(=O)Cc1csc(NC(NC(=O)OCC)(C(F)(F)F)C(F)(F)F)n1	4	5	0	-4	0	-27	6	14
COc1ccc([N+](=O)[O-])cc1NC(=O)C(C)OC(=O)c1cccnc1Cl (stereo unspecified)	2	-6	-1	-5	5	0	1	8
O=C(O)CCn1cc(/C=C\C(=O)c2ccc(Cl)cc2)c(-c2cccc(Br)c2)n1	-12	-1	-5	-10	2	-19	19	11
COc1ccc(Cl)cc1NS(=O)(=O)c1cc(Br)cnc1N	2	-4	-1	1	1	-31	1	1
O=c1cc(CN2CCN(c3ccccc3F)CC2)c2cc3c(cc2o1)CCCC3	3	6	-3	9	-3	-9	1	2
CCOC(=O)CC(NC(=O)CCc1c(C)nc2ncnn2c1C)c1ccc(C)cc1 (stereo unspecified)	3	-7	-8	-9	1	-10	-13	2
Cc1cc2c(c(=O)n1CCN(C)C)C(c1ccc(Br)cc1)C(C#N)=C(N)O2 (stereo unspecified)	8	5	-6	3	-5	12	-11	6
CCC(C)N1C(=O)c2ccccc2C1C(=O)NC1CCCCCC1 (stereo unspecified)	-6	0	2	-4	0	4	0	8
COc1ccccc1NC(=S)N1CCN(Cc2ccccc2)CC1	8	3	-4	-2	0	-12	2	14
COc1cccc(C2C(C(=O)c3sc(C)nc3C)=C(O)C(=O)N2CCN2CCOCC2)c1OC (stereo unspecified)	-6	7	2	0	0	7	-8	23
CCOc1cc(/C=N/Nc2nnc(C)n2N)ccc1O	-5	6	-4	7	3	5	3	28
N=C1SCC(=O)N1c1ncc(Cc2ccc(F)cc2)s1	-19	4	4	-5	0	1	10	24
CCn1c(C)nnc1SCC(=O)Nc1nccs1	-5	5	-10	0	2	-8	1	8
O=C(c1ccccc1)C1CN(c2ccccc2)CC1c1ccc(Cl)cc1 (stereo unspecified)	6	4	-4	-4	-20	-20	6	-23
Cc1ccccc1CN1CCN(Cc2cc3ccccc3o2)CC1CCO (stereo unspecified)	0	-5	-4	2	-2	-11	1	2
CC(C)Oc1ccc(C(=O)CCN2CCCCC2)cc1	6	-2	0	5	3	7	-1	12
CCN(CC(=O)NC1CCS(=O)(=O)C1)c1ccc(S(=O)(=O)N(CC)CC)cc1[N+](=O)[O-] (stereo unspecified)	-22	-15	-5	-14	-10	-6	6	18
Cc1ccc(C(CC(=O)O)NC(=O)c2ccc(S(=O)(=O)N3CC(C)OC(C)C3)cc2)cc1 (stereo unspecified)	1	8	-1	3	3	10	-14	1
S=c1[nH]nc(-c2ccccc2)n1/N=C/c1cccc(Cl)c1	-14	-7	17	-2	2	-5	-1	19
Cc1occc1C(=O)NNC(=S)Nc1ccccc1C(F)(F)F	-3	15	-2	-3	1	37	0	14
COc1ccc(C)cc1NC(=O)CCc1c(C)nn(-c2ccc(N3CCCCC3)nn2)c1C	-15	4	6	9	1	26	23	-15
CC(=O)Nc1ccc(NC(=O)C(C)OC(=O)/C=C/c2ccc3c(c2)OCO3)cc1 (stereo unspecified)	0	0	-8	0	1	10	2	-289
Nc1nnc(CC(=O)N/N=C\c2cc([N+](=O)[O-])ccc2O)s1	-13	5	-4	0	1	16	-9	13
CCOC(=O)C1CCCN(S(=O)(=O)c2cccc3cccnc23)C1 (stereo unspecified)	6	3	-3	5	3	5	1	22
CCOC(=O)C1(CCc2ccccc2)CCN(C(=O)CCc2cnccn2)CC1	2	-2	-4	-1	-1	-18	-1	1
COc1ccc(NC(=O)c2ccc(CN3CCc4ccccc4C3)cc2)c(OC)c1	2	-2	-10	-1	1	5	9	18
O=C(/C=C/c1ccco1)N/C(=C\c1ccccc1)C(=O)NCCc1nc2ccccc2[nH]1	-7	1	-4	1	15	-19	2	16
CC#CCCCC(=O)Nc1ccccc1C(=O)O	-10	-5	-1	-30	0	-4	14	-223
CCNS(=O)(=O)c1ccc(C(=O)Nc2ccccc2)cc1	1	-2	-7	-7	0	5	-4	19
Cc1ccc(N2C(=O)c3cccc([N+](=O)[O-])c3C2=O)cc1C	-5	11	-5	5	0	-9	-9	20
CN(CC(O)COC(c1ccccc1)c1ccccc1)C1CCCCC1 (stereo unspecified)	10	0	-4	-4	1	-1	3	20
CC(=O)Nc1ccc(NC(=O)C(C)OC(=O)C2CCC2)cc1 (stereo unspecified)	-4	-9	-8	-11	0	-6	18	11
C=CCNc1nc(Nc2ccc([N+](=O)[O-])cc2)nc(N2CCCC2)n1	0	4	-6	1	-1	5	0	11
Nc1nc(-c2cc(O)ccc2[N+](=O)[O-])cc(-c2ccccc2)c1[N+](=O)[O-]	-3	14	33	8	-26	29	2	-320
Cc1nn(Cc2ccc(Cl)c(Cl)c2)c(C)c1NC(=O)c1sc2ccccc2c1Cl	-2	-6	1	-2	0	-2	12	29
Cc1cc(C)cc(NS(=O)(=O)c2ccc3c(c2)C(C)(C)C(=O)N3C)c1	-2	3	-4	-3	-1	6	-3	8
c1coc(CNc2c3c(nc4ncnn24)CCCC3)c1	2	1	-1	1	-1	-19	9	-1
COc1cc(OC)c(NC(=S)NCc2ccccc2)cc1Cl	-1	-1	-10	6	0	-3	-9	22
O=C(Nc1cccc2c1C(=O)NC2=O)c1cccc(N2C(=O)CCC2=O)c1	4	4	9	-7	-1	-16	-4	-403
COc1ccccc1C(=O)NNC(=O)C(=O)NCc1ccccc1	7	3	-1	4	1	0	0	-4
Cc1ccc(-n2c(C)nn(Cc3ccc([N+](=O)[O-])cc3)c2=O)cc1	-5	1	-1	2	2	-7	-2	13
CCc1ccc(NC(=O)CSc2nnc(Cc3cccn3C)n2-c2ccc(OC)cc2)cc1	7	5	-4	-1	-1	-17	13	-2
CCc1cc(=O)oc2c(C)c(OCC(=O)NCCCN3CCOCC3)ccc12	-3	-6	-10	-10	-4	-8	0	-111
COCCN(CC(=O)NC1CCCCC1)C(=O)CSc1nc2ccccc2o1	-4	4	-7	0	1	-13	-2	13
O=C(CCC(=O)c1cccs1)NCCc1ccc(F)cc1	-5	-6	-7	-6	-3	15	1	-7
CCC(=O)NCCNc1nc2cc(C)cc(C)c2cc1C#N	4	13	1	4	-36	-6	-2	-236
Cc1ccc(CN2CCN(/N=C/c3cc(Br)cc(Br)c3O)CC2)cc1	4	6	-12	-3	-28	-5	3	13
Cc1cc(NC(=O)CSc2nncn2N)no1	3	-4	-5	3	-1	-4	-6	12

Structures from the list above with a thiophene ring, fused or not (2):
SMILES	UBC13 polyUb	SENP7 block	APOBEC3G inh	SENP8 block-1	SENP1 inh	SENP6 inh	Apaf-1 inh	SENP8 block-2
Cc1nn(Cc2ccc(Cl)c(Cl)c2)c(C)c1NC(=O)c1sc2ccccc2c1Cl	-2	-6	1	-2	0	-2	12	29
O=C(CCC(=O)c1cccs1)NCCc1ccc(F)cc1	-5	-6	-7	-6	-3	15	1	-7

More entries follow.
SMILES	UBC13 polyUb	SENP7 block	APOBEC3G inh	SENP8 block-1	SENP1 inh	SENP6 inh	Apaf-1 inh	SENP8 block-2
COC(=O)c1cc(Cl)cc2c(CCO)c[nH]c12	4	6	-2	0	-18	-5	4	-487
Cc1cc(C)c2ccc(/C=N/O)nc2c1O	-16	-2	-5	-3	0	-22	10	22
O=C(CN(c1ccc(F)cc1)S(=O)(=O)c1ccc2c(c1)OCCO2)NCc1ccncc1	8	5	-3	2	0	10	-4	3
COc1cc(C(=O)NNc2nc3cc4c(cc3s2)OCO4)cc(OC)c1OC	3	-8	0	-6	-6	-14	18	8
CCOC(=O)C1C(=O)C=C(N2CCOCC2)CC1c1cccc(OC)c1 (stereo unspecified)	4	-4	-1	0	0	-19	-2	3
CCOC(=O)c1oc2ccccc2c1CSc1nnc(-c2ccco2)o1	-3	-3	-1	3	4	2	26	19
Cn1c(CNC(=O)Nc2ccccc2Cl)nnc1SCc1ccccc1	1	-1	-2	6	0	2	4	23
COC(=O)N/N=C(\C)c1ccccc1Br	-2	14	1	10	3	-14	-6	-1
O=C(COc1ccc(-n2cnnn2)cc1)N1CCN(c2ccc(F)cc2)CC1	2	-4	-2	7	1	3	10	22
O=C(COC(=O)CCc1ccc(S(=O)(=O)N2CCOCC2)cc1)NC(=O)NC1CCCCC1	8	3	-11	4	2	-11	7	9
CC(C)NC(=O)NC(=O)COC(=O)c1ccc(F)cc1F	-4	-5	3	-1	5	-4	-18	20
O=C(Nc1cccnc1)Nc1cccc(F)c1	4	8	-9	-1	2	25	-14	13
O=C(Cn1c(CN2CCCCC2)nc2ccccc2c1=O)NC1CCCCC1	-3	4	-3	-1	2	-14	-6	-2
COc1cc(C)c2c(c1C=O)Oc1c(c(C)c(O)c3c1C(O)OC3=O)OC2=O (stereo unspecified)	-22	-13	-3	-14	-38	0	56*	31
CCOC(=O)c1cc(-c2cccnc2)nn1-c1ccccn1	-5	10	-3	-5	-15	-10	13	-7
O=C(COC(=O)c1cccc(Oc2ccccc2)c1)NCc1ccco1	0	9	3	1	3	-12	6	2
CC(=O)N(c1nc(CCl)cs1)c1cccc(C)c1C	2	3	-16	0	1	12	-13	12
CCCCN(C)S(=O)(=O)c1cc2c3c(c1)CCC(=O)N3CCC2	1	-2	7	-5	0	5	13	8
CCCCC1CC(CSC(=N)N)OC1=O (stereo unspecified)	7	2	0	9	2	14	4	16
c1ccc(C(c2ccccn2)c2ccccn2)cc1	5	-2	0	1	0	1	1	13

One compound at a time, as listed above. Order of values: UBC13 polyUb, SENP7 block, APOBEC3G inh, SENP8 block-1, SENP1 inh, SENP6 inh, Apaf-1 inh, SENP8 block-2
`CCCCN(C)S(=O)(=O)c1cc2c3c(c1)CCC(=O)N3CCC2` as listed: 1, -2, 7, -5, 0, 5, 13, 8
`CC(C)NC(=O)NC(=O)COC(=O)c1ccc(F)cc1F` as listed: -4, -5, 3, -1, 5, -4, -18, 20
`COC(=O)N/N=C(\C)c1ccccc1Br` as listed: -2, 14, 1, 10, 3, -14, -6, -1
`O=C(Cn1c(CN2CCCCC2)nc2ccccc2c1=O)NC1CCCCC1` as listed: -3, 4, -3, -1, 2, -14, -6, -2
`COc1cc(C)c2c(c1C=O)Oc1c(c(C)c(O)c3c1C(O)OC3=O)OC2=O` (stereo unspecified) as listed: -22, -13, -3, -14, -38, 0, 56*, 31
